PAD4 FP inh: human PAD4 inhibitors, primary screen, biochemical, fluorescence polarization, 1536-well format | AID 485272, 2010 | inhibition, % at 6.36 µM | recombinant PAD4, RCA probe fluorescence polarization | Protein-arginine deiminase type-4 (Homo sapiens), Q9UM07 | 330,000 compounds, 0.41% hits;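 active means percent inhibition above a cutoff equal to the mean of all tested compounds plus 3 SD, cut at about 15% in these data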;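 further: 0% = PAD4 with RCA probe and DMSO and 100% = probe without PAD4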
Target sequence (Q9UM07 whole entry, looked up): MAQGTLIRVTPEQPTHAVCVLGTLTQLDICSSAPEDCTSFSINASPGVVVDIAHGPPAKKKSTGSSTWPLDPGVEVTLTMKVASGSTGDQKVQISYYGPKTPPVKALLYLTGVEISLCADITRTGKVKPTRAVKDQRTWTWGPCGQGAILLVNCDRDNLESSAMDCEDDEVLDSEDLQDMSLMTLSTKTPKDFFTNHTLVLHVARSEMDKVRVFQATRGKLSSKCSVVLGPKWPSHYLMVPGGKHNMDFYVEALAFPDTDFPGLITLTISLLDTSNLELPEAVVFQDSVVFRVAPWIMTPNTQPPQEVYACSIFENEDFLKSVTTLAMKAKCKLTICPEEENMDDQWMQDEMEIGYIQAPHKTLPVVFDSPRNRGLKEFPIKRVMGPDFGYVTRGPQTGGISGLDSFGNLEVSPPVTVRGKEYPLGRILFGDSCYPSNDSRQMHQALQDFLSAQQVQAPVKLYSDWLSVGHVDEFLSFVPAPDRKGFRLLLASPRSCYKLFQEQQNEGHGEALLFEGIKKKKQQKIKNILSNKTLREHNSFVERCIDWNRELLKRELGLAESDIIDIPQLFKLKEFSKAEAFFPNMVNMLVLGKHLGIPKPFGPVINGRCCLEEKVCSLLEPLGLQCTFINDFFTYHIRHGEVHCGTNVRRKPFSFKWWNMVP
PAFAH1B2 inh: PAFAH1B2 enzyme inhibitors, primary screen, biochemical, fluorescence polarization, human; 340,000 compounds, 1.2% hits; AID 492953, 2010; recombinant PAFAH1B2, FP-rhodamine activity probe; inhibition, % at 3.39 µM; Platelet-activating factor acetylhydrolase IB subunit alpha2 (Homo sapiens), P68402;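 active means inhibition above the mean of all tested compounds plus 3 SD, cut at about 24% in these data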;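 further: 0% = enzyme with DMSO and 100% = wells lacking PAFAH1B2; many of its hits are not listed in these tables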
LYPLA2 counter: LYPLA2 inhibitors, primary screen, counter-screen for PME1 inhibitor project, biochemical, fluorescence polarization, FP-Rh probe ABPP; recombinant LYPLA2; 320,000 compounds, 0.38% hits; Acyl-protein thioesterase 2 (Homo sapiens), O95372; inhibition, % at 5.9 µM;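 active means inhibition above the screen-wide mean plus 3 SD, limit set per campaign, cut at about 26% in these data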;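 further: 0% = LYPLA2 with DMSO and 100% = wells lacking LYPLA2 enzyme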
pPAFAH FP inh: pPAFAH enzyme inhibitors, primary screen, biochemical, fluorescence polarization, human; Platelet-activating factor acetylhydrolase (Homo sapiens), Q13093; recombinant pPAFAH, FP-rhodamine probe fluorescence polarization; inhibition, % at 3.39 µM; 330,000 compounds, 1.5% hits;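 active means inhibition above the mean inhibition across the screen plus 3 SD, cut at about 25% in these data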;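 further: inhibitors block binding of the rhodamine activity-based probe so polarization drops; 0% = enzyme with DMSO and 100% = wells lacking pPAFAH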
GSTO1 inh: inhibitors of recombinant GSTO1, primary screen, counter-screen for RBBP9 inhibitor project, biochemical, fluorescence polarization | Glutathione S-transferase omega-1 (Homo sapiens), P78417 | activity-based probe fluorescence polarization | inhibition, % at 5.96 µM | 300,000 compounds, 1.1% hits;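 active means inhibition above the campaign mean inhibition plus 3 SD, cut at about 35% in these data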;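 further: 0% = GSTO1-1 with DMSO and 100% = wells lacking GSTO1-1 enzyme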
PAFAH2 inh: PAFAH2 enzyme inhibitors, primary screen, biochemical, fluorescence polarization, human; Platelet-activating factor acetylhydrolase 2, cytoplasmic (Homo sapiens), Q99487; recombinant PAFAH2, FP-rhodamine activity probe; inhibition, % at 3.39 µM; 340,000 compounds, 0.99% hits; AID 492956, 2010;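 active means inhibition above the mean over all tested compounds plus 3 SD, cut at about 30% in these data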;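 further: inhibitors block probe labeling of enzyme so polarization drops; 0% = enzyme with DMSO and 100% = wells lacking PAFAH2 protein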
PAFAH1B3 FP inh: PAFAH1B3 enzyme inhibitors, primary screen, biochemical, fluorescence polarization, human. recombinant PAFAH1B3, FP-rhodamine probe. 340,000 compounds, 0.28% hits. Platelet-activating factor acetylhydrolase IB subunit alpha1 (Homo sapiens), Q15102. inhibition, % at 3.39 µM;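 active means inhibition above the screen-wide average of all tested compounds plus 3 SD, cut at about 25% in these data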;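 further: 0% = enzyme with DMSO only and 100% = wells lacking PAFAH1B3 protein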
PME-1 primary: PME-1 inhibitors via competitive probe labeling, primary screen, biochemical, fluorescence polarization, FP-Rh probe, HTS. Protein phosphatase methylesterase 1 (Homo sapiens), Q9Y570. recombinant PME-1. inhibition, % at 5.9 µM. 320,000 compounds, 0.53% hits. AID 2130, 2009;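 active means inhibition above the campaign mean of all compounds plus 3 SD, cut at about 26% in these data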;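 further: competitive labeling of PME-1 active site by serine hydrolase directed probe; 0% = PME-1 with DMSO and 100% = wells lacking PME-1 enzyme; inhibitors block probe labeling so polarization falls and inhibition rises; many of its hits are not listed in these tables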
Target sequence (Q9Y570 whole entry, looked up): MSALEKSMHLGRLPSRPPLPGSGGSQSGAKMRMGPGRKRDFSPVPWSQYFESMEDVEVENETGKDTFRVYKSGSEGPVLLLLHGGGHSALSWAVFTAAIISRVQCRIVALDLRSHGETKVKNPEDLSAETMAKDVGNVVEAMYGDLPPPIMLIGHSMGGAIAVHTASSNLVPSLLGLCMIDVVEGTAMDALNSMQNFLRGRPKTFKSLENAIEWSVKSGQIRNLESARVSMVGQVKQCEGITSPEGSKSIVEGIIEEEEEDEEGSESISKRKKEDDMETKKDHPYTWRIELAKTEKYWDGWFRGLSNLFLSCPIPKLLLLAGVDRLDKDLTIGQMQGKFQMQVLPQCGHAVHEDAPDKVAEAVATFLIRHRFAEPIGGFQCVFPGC
LYPLA1 inh: LYPLA1 inhibitors, primary screen, counter-screen for PME1 inhibitor project, biochemical, fluorescence polarization, FP-Rh probe ABPP. recombinant LYPLA1. inhibition, % at 5.9 µM. 320,000 compounds, 0.16% hits. AID 2174, 2009;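 active means inhibition above the mean of all tested compounds plus 3 SD, set per campaign, cut at about 14% in these data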;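 further: inhibitors block serine hydrolase probe labeling of LYPLA1 so polarization falls; 0% = enzyme with DMSO and 100% = wells lacking LYPLA1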
Starred values were filed as active, the others as inactive; . = not tested or not shown.

SMILES	PAD4 FP inh	PAFAH1B2 inh	LYPLA2 counter	pPAFAH FP inh	GSTO1 inh	PAFAH2 inh	PAFAH1B3 FP inh	PME-1 primary	LYPLA1 inh
CC(C)C(NS(=O)(=O)c1ccccc1)C(=O)N1CCCC1 (stereo not given)	-2	9	-4	-5	2	0	3	-2	4
CCOC(=O)COc1ccc(C)cc1-c1ccno1	-1	4	2	4	-6	-1	6	0	2
C/C(CC(=O)Nc1cccc2c1CCCC2)=N\NC(=O)COc1ccccc1	-6	5	1	6	1	2	6	3	1
CCCN(C(=O)C(=O)Nc1ccc2nc3n(c(=O)c2c1)CCCCC3)c1ccc(OCC)cc1	0	3	1	1	5	0	-4	0	2
CCC(=O)N1CCN(CCN=CC2=C(O)CC(c3cccs3)CC2=O)CC1 (stereo not given)	-1	-3	2	4	0	-2	-7	-4	-2
CC(C)(C)c1ccc(C(=O)NCCOc2ccccc2)cc1	18*	9	7	5	-2	-3	3	3	1
CCOc1ccc(C(C)NC(=O)c2cc(=O)[nH]c3ccccc23)cc1OCC (stereo not given)	0	4	-1	1	7	8	1	-5	0
Cc1cc2c(cc1C)NC(c1nc3ccccc3[nH]1)C1=C(CC(C)(C)CC1=O)N2 (stereo not given)	0	2	4	3	2	-6	10	-5	2
CCCCN(C(=O)CNC(=O)c1ccco1)C(C(=O)NC1CCCCC1)c1cccnc1 (stereo not given)	-4	4	4	4	1	-14	3	-1	-2
COc1ccc(C)cc1-n1c(SCC(=O)NC2CC2)nc2ccccc2c1=O	2	-1	0	-8	.	-3	11	-8	-3
Cc1nc2ncnn2c(C)c1Cc1ccccc1Cl	0	-4	7	6	-1	11	-18	4	6
COC(=O)c1ccc(COc2ccc(C=O)cc2)o1	3	-2	-4	0	6	-5	3	3	-4
O=C(NCCN1CCCCC1)Nc1ccc(F)c(Cl)c1	2	5	-5	-3	4	-1	-6	0	1
Cc1cc(C)nc(NS(=O)(=O)c2ccc(NC(=O)C(C)Oc3ccccc3F)cc2)n1 (stereo not given)	0	4	-1	-3	4	4	10	-6	2
Cc1nc(SCc2ccc(F)cc2)c2oc3ccccc3c2n1	-4	4	0	2	-3	-2	0	7	-2
CC(=O)N1c2ccccc2NC2=C(C(=O)CCC2)C1c1ccc(F)cc1 (stereo not given)	-1	1	-5	-2	-7	2	9	-2	1
CN(C)S(=O)(=O)c1ccc(C(=O)OCC(=O)c2ccc3c(c2)NC(=O)CO3)cc1	2	4	8	5	0	-1	0	6	1
Cc1nc(N2CCN(c3ccccn3)CC2)c2c(C)c(C(=O)N3CCN(c4ccc(F)cc4)CC3)sc2n1	-7	8	0	3	7	3	5	0	1
CCOC(=O)C1=C(CNCCOc2ccc(OC)cc2)NC(=O)NC1c1ccc2c(c1)OCO2 (stereo not given)	5	4	-3	4	4	1	3	3	-2
Fc1ccc(C(CCNCc2ccccn2)c2ccc(Cl)cc2)cc1 (stereo not given)	3	3	-1	3	-3	-10	6	-7	-2
Cc1ccc(NC(=S)c2ccc(N(C)C)cc2)cc1	-3	6	10	3	4	2	8	11	1
O=C(Nc1ccccc1C(F)(F)F)c1c(F)cccc1Cl	-1	3	-1	4	-3	-3	4	10	-1
CC(CNC(=O)c1ccc(OC2CCN(Cc3ccccn3)CC2)cc1)Oc1cccnc1 (stereo not given)	3	-3	3	6	-2	1	3	0	-4
COc1ccccc1OCCC(=O)OCC(=O)Nc1ccc2c(c1)OCCO2	-2	1	.	20	.	-4	2	.	.
CC(=O)c1sc(N/N=C/c2ccc(C(C)C)cc2)nc1C	-2	3	5	15	-4	11	15	20	1
NC(=O)C1CCN(c2nc(C3CC3)nc3c2nnn3Cc2ccccc2)CC1	3	-1	-1	2	8	-3	9	3	-35
COc1cccc(CN(C)CC(=O)NNC(=O)c2ccc(Cl)cc2)c1	3	6	7	9	7	-5	4	-1	0
CCOc1ccc(N(CC(=O)NC2CCCC2)S(=O)(=O)c2ccccc2)cc1	-3	12	-2	0	3	1	-2	1	-4
CCN(CC)C(=O)CN1CCC(n2c(C)nc3cc(C(F)(F)F)ccc32)CC1	2	1	2	2	-3	-8	-1	7	2
Cc1ccc(F)cc1NC(=O)c1ccc(NS(=O)(=O)c2ccc(Br)s2)cc1	-2	14	4	12	-6	-11	-1	0	1
COc1ccc(NC(=O)C(c2cc3c(cc2[N+](=O)[O-])OCO3)N2CCN(C=O)CC2)cc1 (stereo not given)	4	2	7	9	4	4	-2	1	1
Cc1c(CCOC(=O)C23CC4CC(CC(C4)C2)C3)sc[n+]1Cc1ccccc1	-6	1	-6	-6	1	2	8	-5	-4
COC(=O)c1ccc(C23CC4(C2)[C@H](CN(C)[C@@H]4c2ccccc2)C3c2ccccc2)cc1 (stereo not given in full)	-1	2	-5	-7	8	-9	3	-10	-4
CCN(CC)CCn1c2c(c(SCC(=O)NCc3ccccc3)nc1=O)CCC2	1	6	-4	-3	7	4	7	2	-2
CN(CC(=O)NC(=O)NCc1ccccc1)CC(=O)Nc1ccc(Cl)c(Cl)c1	-3	5	7	7	.	-5	-7	0	-6
CCOC(=O)c1[nH]c2ccccc2c1NC(=O)CCN1CCN(C(=O)OCC)CC1	3	1	4	-6	3	-4	7	5	2
Cc1ccc(S(=O)(=O)NCCC(=O)NC(C)CCc2ccccc2)cc1 (stereo not given)	-2	5	0	5	5	0	4	0	-3
CCOCCCNCc1ccc(OC)cc1	-3	5	-4	1	-2	1	-9	4	-3
Cc1cc(NC(=O)COC(=O)c2cc([N+](=O)[O-])ccc2N2CCOCC2)ccc1Br	1	4	-30	6	-13	-11	0	-19	-15
O=C(N[C@@H](Cc1c[nH]c2ccccc12)C(=O)NC1CC1)c1ccccc1Cl	-2	9	-9	-1	3	-2	3	1	-2
O=C(CSc1nnc(-c2cccs2)n1Cc1ccco1)Nc1ccc2c(c1)OCO2	0	-2	12	10	6	1	8	7	4
Cc1cc(C)n2nc(SC(C)C(=O)NCc3ccco3)nc2n1 (stereo not given)	5	-3	1	-6	9	2	-1	-10	1
COc1ccc(S(=O)(=O)Nc2c(C)cc(C)cc2C)c2cccnc12	3	0	4	-4	2	0	-2	-15	3
Cc1[nH]nc(-c2ccc(OCc3cnn(-c4ccccc4)c3)cc2O)c1Oc1ccc(Cl)cc1	-3	3	-31	12	-7	0	7	-18	-23
CC(C)Oc1ccc(/C=N/NC(=O)c2nnn(-c3nonc3N)c2CN(C)C2CCCCC2)cc1	-2	3	8	-2	4	-6	1	-2	2
Cc1cccc(NC(=O)CCn2cnnn2)c1	-3	-10	-10	-4	2	-11	-4	-5	-3
Cc1nc(C(=O)Nc2cc(Cl)ccc2Cl)nn1-c1cc(OC(C)C)c(Cl)cc1Cl	-2	6	-5	1	-6	2	1	1	2
COc1ccc(N(CCC(=O)O)S(=O)(=O)c2ccc(C)cc2C)cc1	2	3	5	-1	2	0	1	2	0
COc1cc(Cl)ccc1OCc1cc(C(=O)N(C)CCc2c(C)n[nH]c2C)no1	-3	2	9	2	3	5	8	-2	-3
O=C(Nc1cccc(NC(=O)C2CCCO2)c1)c1ccco1 (stereo not given)	-1	0	-7	-10	6	3	9	-1	-5
O=C(CSCC(=O)Nc1cccc([N+](=O)[O-])c1)Nc1ccccc1	2	2	2	4	-1	-1	-4	-1	-1
CCOC(=O)c1c(NC(=O)CN2CCCCC2)sc2c1CCN(C(=O)OCC)C2	-4	0	1	10	-1	-1	6	-2	0
CC(C)CN1CCN(Cc2cn(C)c3ccccc23)CC1CCO (stereo not given)	2	9	-1	4	-1	-8	9	1	5
CCN(CC)C(=O)CCc1nnc(CCc2c[nH]c3ccccc23)o1	2	-3	0	5	0	-4	7	-3	-3
Cc1ccc2c(c1)N(C(=O)CCC(=O)Nc1ccccc1Cl)CC(C)O2 (stereo not given)	1	0	-6	2	1	-4	-3	-3	-4
O=C(CCC(=O)N(CC(=O)NC1CCCC1)c1cccc(F)c1)Nc1nccs1	0	3	-5	-8	3	-3	-7	-4	-3
CCOC(=O)c1cc(S(=O)(=O)Nc2ccc(OC)cc2OC)cn1C	31*	2	-1	2	-5	8	-1	3	0
CCCN1CCc2c(sc(NC(=O)c3ccc(S(=O)(=O)N(C)c4ccccc4)cc3)c2C(=O)NC)C1	-1	2	-9	2	-7	-10	11	1	-8
CCC1Nc2ncnc(N3CCCCC3)c2N(Cc2ccc(Cl)cc2)C1=O (stereo not given)	0	3	.	-2	.	-5	1	.	.
Cc1ccc(-c2nc3ccccc3c(=O)n2Cc2ccccc2)cc1	-4	2	-4	-5	-2	10	8	-10	-2
The list continues.
SMILES	PAD4 FP inh	PAFAH1B2 inh	LYPLA2 counter	pPAFAH FP inh	GSTO1 inh	PAFAH2 inh	PAFAH1B3 FP inh	PME-1 primary	LYPLA1 inh
CC(C)CNC(=S)NC1CC2CCC(C1)N2Cc1ccccc1 (stereo not given)	1	1	0	2	11	3	3	3	3
CC(C)(C)c1csc(Sc2ccc([N+](=O)[O-])cn2)n1	2	-1	10	5	12	2	3	-6	-1
COc1ccc(OCc2cc(C(=O)NCC3CCOCC3)no2)c(Cl)c1	-2	5	11	5	4	3	7	-6	3
CCOC(=O)C1CCCN(CC(=O)Nc2cccc(C(C)=O)c2)C1 (stereo not given)	-2	3	0	3	-2	0	12	1	3
CCn1c(SCC(=O)Nc2ccc(Br)cc2)nc2sc3c(c2c1=O)CCN(C)C3	2	1	-2	0	2	-3	7	-2	-1
O=C(Nc1nc(-c2cccc([N+](=O)[O-])c2)cs1)C(c1ccccc1)c1ccccc1	0	-22	-14	-1	-2	-41	-28	-15	-10
CN(C)CCCN(C(=O)COc1ccccc1)c1nc2cc3c(cc2s1)OCCO3	0	6	-8	4	-2	2	6	-1	0
COc1ccc(CCCC(=O)NC(C)c2ccccc2)cc1 (stereo not given)	-3	6	6	3	4	3	-3	2	1
Fc1ccc(Oc2cnc3ccccc3n2)cc1	-1	6	-4	-2	6	-3	5	10	1
O=C(Nc1ccccc1C(=O)NC(Cc1ccc(O)cc1)C(=O)O)c1ccccc1 (stereo not given)	-3	-1	-6	1	-4	-3	-7	0	0
O=C(C1=C(O)C(=O)N(CCN2CCOCC2)C1c1ccc(Cl)cc1)c1cc2ccccc2o1 (stereo not given)	-7	6	-3	1	-2	15	6	1	0

An excerpt, so the mix of outcomes need not match the whole.
